Screening results from PubChem.
RGS4 inh: human RGS4 inhibition; Transcreener GDP fluorescence polarization, RGS4-accelerated GTP hydrolysis; 390,000 tested, 0.039% active; Potency, µM (top dose mostly 114 µM), for the others: at the highest dose activity change, negative = inhibition, actives largely listed as inhibitors; P49798; note: % is set by controls: 0 for no effect and ±100 for the full control effect; nearly all actives have a fitted effect of over 75% in size; some results filed as inactive show a strong effect at the top dose
Target sequence (P49798 whole entry, looked up): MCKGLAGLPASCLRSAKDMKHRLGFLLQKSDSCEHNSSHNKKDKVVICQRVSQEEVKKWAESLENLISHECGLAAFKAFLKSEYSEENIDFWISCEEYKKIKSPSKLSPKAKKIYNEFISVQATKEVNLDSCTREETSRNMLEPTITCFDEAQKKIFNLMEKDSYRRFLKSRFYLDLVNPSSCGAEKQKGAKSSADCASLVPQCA
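MLSMR compounds (23 nl, pin-transferred) preincubated 10 min at room temperature with a 500nM (2x) first reagent, then RGS4 at 900nM (2x) plus Transcreener GDP mix added; fluorescence polarization (620/688 nm) read before and after 90 min at 30 °C.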
JMJD2A Tudor inh: blocks the human JMJD2A Tudor domain. AlphaScreen JMJD2A-Tudor / H3K4me3 peptide binding. Potency, µM (titrated, usually from 114 µM), for the others: at the top dose activity change, negative = inhibition, actives largely listed as inhibitors. 390,000 tested, 4.4% active. AID 504339; note: % is set by controls: 0 for no effect and ±100 for the full control effect; nearly all actives have a fitted effect of over 50% in size
ALOX12 inh: inhibitors of human 12S-lipoxygenase ALOX12; P18054; purified 12hLO, xylenol orange hydroperoxide absorbance; Potency, µM (doses to about 108 µM), for inactives: top-dose activity change, negative = inhibition, actives largely listed as inhibitors; 580,000 tested, 1.1% active; note: % is set by controls: 0 for no effect and ±100 for the full control effect
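Purified human 12hLO (150 nM final) in 25 mM Hepes, 0.01% Triton X-100, pH 7.0 was preincubated 15 min at room temperature with compound. Then 40 uM arachidonic acid was added, 30 min. Hydroperoxide was read by Fe-XO absorbance ratio 573/405 nm.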
PGK inhibitor: T. brucei PGK inhibition; PGK/GAPDH coupled, Kinase-Glo luminescence, 60 min; 380,000 tested, 0.043% active; P07378; Potency, µM (series often up to 57.5 µM), inactives show at the highest dose activity change, negative = inhibition, most hits filed as inhibitors; AID 602233; note: % is set by controls: 0 for no effect and ±100 for the full control effect; nearly all actives have a fitted effect of over 60% in size
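Luminescent ATP detection (Kinase-Glo Plus) follows a 60-minute room-temperature incubation, with wells lacking PGK as controls. Buffer: 100 mM TEA (pH 7.6), 5 mM MgCl2, 0.01% Tween-20. Coupling enzyme GAPDH (100 nM final) supplies unstable 1,3-BPG in-well.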
rTrxR1 inhibitor: rat TrxR1 inhibition; O89049; recombinant rTrxR1, NADPH fluorescence consumption, selenite substrate; Potency, µM (doses to about 114 µM), without a hit: top-dose activity change, negative = inhibition, most hits filed as inhibitors; 390,000 tested, 1% active; AID 588453; note: % is set by controls: 0 for no effect and ±100 for the full control effect; nearly all actives have a fitted effect of over 65% in size
Target sequence (O89049 whole entry, looked up): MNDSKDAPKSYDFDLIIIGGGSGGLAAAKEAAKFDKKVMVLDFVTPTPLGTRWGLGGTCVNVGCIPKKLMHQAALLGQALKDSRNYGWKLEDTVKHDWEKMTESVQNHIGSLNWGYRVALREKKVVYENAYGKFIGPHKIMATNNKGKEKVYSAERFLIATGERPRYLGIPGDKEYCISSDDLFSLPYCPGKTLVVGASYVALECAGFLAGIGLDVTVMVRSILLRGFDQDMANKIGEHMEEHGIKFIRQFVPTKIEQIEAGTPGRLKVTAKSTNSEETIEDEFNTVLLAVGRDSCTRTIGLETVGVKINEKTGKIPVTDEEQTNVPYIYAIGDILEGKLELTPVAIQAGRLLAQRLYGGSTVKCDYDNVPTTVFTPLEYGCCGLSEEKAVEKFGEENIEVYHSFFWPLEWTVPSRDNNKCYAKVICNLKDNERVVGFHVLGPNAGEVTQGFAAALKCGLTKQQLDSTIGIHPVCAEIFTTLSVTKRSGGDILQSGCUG
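Rat TrxR1 (90 nM in the dispensed reagent) was pre-reduced with 400 uM NADPH for 5 min at room temperature, then incubated with compound for 15 min. After 400 uM selenite was added, NADPH fluorescence (Ex 340/Em 450 nm) was followed for 8 min.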
HP1b chromo inh: HP1-beta chromodomain-methylated histone interaction inhibition; Potency, µM (top dose mostly 114 µM), without a hit: at the top dose activity change, negative = inhibition, usual class: inhibitors; AID 540317; AlphaScreen HP1-beta / biotin-H3K9me3 peptide binding; 390,000 tested, 0.56% active; P83916; note: nearly all actives have a fitted effect of over 70% in size; inactives centre near 23
Target sequence (P83916 whole entry, looked up): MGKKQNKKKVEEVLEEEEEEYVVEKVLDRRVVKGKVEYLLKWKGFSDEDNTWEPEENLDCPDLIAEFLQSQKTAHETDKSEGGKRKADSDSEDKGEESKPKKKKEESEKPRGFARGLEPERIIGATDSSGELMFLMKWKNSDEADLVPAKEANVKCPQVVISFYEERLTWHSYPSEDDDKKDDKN
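HP1-beta protein (50 nM final) preincubated 30 min at room temperature with biotinylated H3(1-18)K9me3 peptide (50 nM) in PBS pH 7.4, 0.01% Tween-20, then compound added for 30 min. AlphaScreen streptavidin donor/nickel chelate acceptor beads (10 ug/mL final), 30 min dark, luminescence read.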
ERG Ets-DNA blk: blocks human ERG Ets domain binding to DNA; P11308; fluorescence polarization, His-ERG Ets domain / labelled DNA; Potency, µM (series often up to 76.9 µM), without a hit: at the highest dose FP activity, negative = inhibition, usual class: inhibitors; 370,000 tested, 0.028% active; active = well fitted inhibition curve with a large enough effect in the polarisation, with a control signal flat; inconclusive = small, poorly fitted or top-dose-only effect, or effect the other way, or a change in a side signal; inactive = no such curve, though single readings can be large or run the other way; the % refers to the polarisation;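 note: polarization taken with two DNA probes labelled with fluorescein and Texas red; % of control where 0% means no effect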
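His-tagged ERG Ets domain (1 uM in the protein solution; 300mM KCl, 50mM Tris-HCl, 1mM EDTA, 1mM DTT, pH 7.5) received compound, then a probe mix of 5 nM fluorescein-DNA and 100nM Texas-615-DNA. Fluorescence polarization was read for both dyes.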
GLS inhibitor: blocks human kidney-isoform glutaminase activity | O94925 | GLS enzymatic activity, qHTS titration | Potency, µM (titrated, usually from 45.5 µM), without a hit: at the top dose activity change, negative = inhibition, most hits filed as inhibitors | 410,000 tested, 0.21% active | AID 624170; note: % is set by controls: 0 for no effect and ±100 for the full control effect
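Compounds were pin-transferred onto hKGA, after which L-glutamine (1 mM solution) and a detection mix of glutamate oxidase, HRP and Amplex Red were added. Initial and 30 min RT fluorescence reads were collected.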
Pin1 inh: blocks the human prolyl isomerase Pin1 | AID 504891 | Pin1 FP peptide displacement, HiFluor488, 10 min | 390,000 tested, 0.009% active | Potency, µM (titrated, usually from 115 µM), for the others: at the top dose activity, negative = inhibition, most hits filed as inhibitors | Q13526; active = well fitted inhibition curve with a large enough effect in the polarisation, with a control signal flat, not every such curve was filed as active; inconclusive = small, poorly fitted or top-dose-only effect, or effect the other way, or a change in a side signal; inactive = no such curve, though single readings can be large or run the other way; the % refers to the polarisation; note: % is set by controls: 0 for no effect and ±100 for the full control effect
Target sequence (Q13526 whole entry, looked up): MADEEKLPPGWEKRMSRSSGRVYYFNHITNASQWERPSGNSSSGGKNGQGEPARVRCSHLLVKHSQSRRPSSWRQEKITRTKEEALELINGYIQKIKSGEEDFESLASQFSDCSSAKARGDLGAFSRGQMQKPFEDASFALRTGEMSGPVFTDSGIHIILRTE
* marks the source's active call; other numbers are inactive results; i = inactive; ? = inconclusive; nt = no result given; & = joins results of further samples; [ ] = remark or other dose. Unless noted, calls come from the whole dose curve; as a rule, active = well fitted curve in the direction sought with a large enough effect; inconclusive = small, poorly fitted or top-dose-only effect, or another doubt; inactive = no such curve, though single readings can be large; an effect the other way counts as inactive or inconclusive. Potency is the fitted concentration of half-maximal effect.

SMILES	RGS4 inh	JMJD2A Tudor inh	ALOX12 inh	PGK inhibitor	rTrxR1 inhibitor	HP1b chromo inh	ERG Ets-DNA blk	GLS inhibitor	Pin1 inh
COCCSc1ccccc1C(=O)N1CCN(c2ccccc2)CC1	-52%[56.9 µM]	-5%	31%[activator]	-4%	10%	68%[activator]	5%	14%	-2%
COc1cc(C(=O)NCC(c2ccc(F)cc2)N2CCOCC2)ccc1OCc1ccccc1Cl (centres undefined)	-13%	?	17%	2%	12%	-7%	-4%	3%	34%[activator]
CCC(C)c1ccccc1NC(=O)COC(=O)c1ccc(C)c(NC(=O)c2ccco2)c1 (centres undefined)	-7%	-11%	?	2%	17%	26%	1%	5%	-2%
COc1ccc(/C(C)=N/NC(=O)CNC(=O)c2cccnc2)cc1	-10%	-11%	-19%	-7%	17%	18%	2%	6%	-3%
Cc1cc(C)c2c(CC(=O)N(CCC#N)Cc3cccnc3)coc2c1	23%	-16%	0%	-3%	-4%	23%	-14%	6%	-10%
O=C(CC1SC(=O)N(Cc2ccccc2)C1=O)Nc1nccs1 (centres undefined)	13%	-5%	-16%	-3%	-7%	10%	-3%	2%	0%
CC(C)OCCCNC(=O)[C@H]1N2C(=O)c3ccccc3C2SC1(C)C (some centres undefined)	11%	-3%	6%	9%	10%[57.1 µM]	35%	-3%	-1%	-5%
O=C(NNC(=S)Nc1ccccc1Cl)c1ccccc1Br	-27%	-22%	nt	-8%	-20%	12%	6%	-12%	2%
C=C(C)C(=O)Nc1cccc(C2=NOC3(C2)C[C@@H](C(N)=O)N(C(=O)/C=C/CC)C3)c1 (some centres undefined)	?	10µM*	0%	?	21%[57.1 µM]	10µM*	-1%	-23%	20%
O=C(CCn1c(=S)[nH]c2cc3c(cc2c1=O)OCO3)NCc1ccc(Cl)cc1	-2%	0%	10%	-5%	12%	50%[activator]	-15%	-15%	-4%
COc1ccc(CNC(=S)NC2CCCCC2)cc1	-11%	-25%	185%[activator]	-1%	-36%	33%	-4%	4%	-1%
COc1ccc(-c2nnc(SCC#CCO)o2)cc1OC	-10%[11.4 µM]	?	0%	5%	5%[57.1 µM]	-6%	4%	1%	0%
COC(=O)c1sccc1NC(=S)Nc1cccc(F)c1	-31%	-2%	8%	i	-43%	40%[activator]	-3%	8%	-3%
CC1=NC(C)Cc2ccccc21 (centres undefined)	-11%	-30%	2%	i	8%[57.1 µM]	43%[activator]	1%	-5%	-11%
COc1ccc(CCNC(=O)COC(=O)Cc2ccccc2[N+](=O)[O-])cc1	-3%	-10%	3%	-7%	-3%	18%	11%	0%	2%
CCc1ccccc1OCC(=O)NNCC(=O)Nc1cccc(C#N)c1	-40%	-18%	215%[activator]	-5%	20%	18%	3%	1%	0%
O=C(c1ccccc1)c1ccc2nc[nH]c2c1	-11%	-19%	15%	-1%	10%	21%	nt	-8%	7%
COCC(C)NS(=O)(=O)c1ccc(NC(=O)c2ccccn2)cc1 (centres undefined)	11%	5%	-20%	-8%	16%	43%[activator]	-9%	-5%	1%
O=C(COC(=O)c1ccc(F)c(S(=O)(=O)N2CCCCC2)c1)NCc1ccc(F)cc1	20%	-8%	-2%	5%	21%	19%	-2%	0%	5%
Cc1ccc(CNC(=O)N2CCN(S(=O)(=O)c3ccccc3)CC2)cc1	-4%	5%	0%	4%	14%[57.1 µM]	15%	-6%	54%	2%
Cn1c(=O)c2c(ncn2CC(=O)N/N=C/C=C/c2ccccc2)n(C)c1=O	21%	40µM*	9%	3%	-3%	16%	2%	8%	4%
Cc1onc(-c2ccccc2)c1C(=O)NC(=S)NNC(=O)c1ccncc1	-48%	-13%	-15%	i	-34%	5%	-4%	66%[activator]	0%
CC(C)OCCCNC(=O)CN1C(=O)CSc2ccc(S(=O)(=O)N3CCOCC3)cc21	11%	-11%	-2%&-9%	-9%&-5%	19%[57.1 µM]	1%	-2%	-10%&-5%	-3%
COc1ccc(-c2nn(CC(=O)NC3CCCC3)c3c2cnc2ccc(F)cc23)cc1	-12%	-10%	?	-8%	25%[57.1 µM]	49%[activator]	10%	-6%	4%
c1cnc(N2CCN(c3ncc4c(n3)CCNC4)CC2)nc1	-30%	?	-10%	-2%	-2%	54%[activator]	1%	-4%	-1%
CC1(c2nnc(-c3ccccc3)o2)CC(c2ccncc2)=NO1 (centres undefined)	0%	-11%	-7%	i	17%	45%[activator]	15%	-1%	0%
COCCn1nnnc1C(c1ccc(O)c(OC)c1)N1CCc2ccccc2C1 (centres undefined)	?	?	70%[activator]	-4%	5.6µM*	?	3%	33%	-3%
COCCC(=O)N1CCC(Oc2ccc(C(=O)NCCC3=CCCCC3)cc2)CC1	-8%	-17%	-3%	0%	-12%	30%	-6%	-5%	0%
O=C(CNC(=O)c1ccc([N+](=O)[O-])cc1)c1ccccc1	11%	-7%	5%	1%	1%	17%	3%	-1%	2%
CN1CCN(c2nc3ccccc3nc2C(C#N)S(=O)(=O)c2ccccc2)CC1 (centres undefined)	5%	-8%	44%[activator]	-6%	4%	43%[activator]	-5%	-4%	7%

Some of these compounds in order of number of heavy atoms, smallest number first:
SMILES	RGS4 inh	JMJD2A Tudor inh	ALOX12 inh	PGK inhibitor	rTrxR1 inhibitor	HP1b chromo inh	ERG Ets-DNA blk	GLS inhibitor	Pin1 inh
O=C(c1ccccc1)c1ccc2nc[nH]c2c1	-11%	-19%	15%	-1%	10%	21%	nt	-8%	7%
c1cnc(N2CCN(c3ncc4c(n3)CCNC4)CC2)nc1	-30%	?	-10%	-2%	-2%	54%[activator]	1%	-4%	-1%
CC1(c2nnc(-c3ccccc3)o2)CC(c2ccncc2)=NO1 (centres undefined)	0%	-11%	-7%	i	17%	45%[activator]	15%	-1%	0%
COCC(C)NS(=O)(=O)c1ccc(NC(=O)c2ccccn2)cc1 (centres undefined)	11%	5%	-20%	-8%	16%	43%[activator]	-9%	-5%	1%
CCc1ccccc1OCC(=O)NNCC(=O)Nc1cccc(C#N)c1	-40%	-18%	215%[activator]	-5%	20%	18%	3%	1%	0%
Cc1onc(-c2ccccc2)c1C(=O)NC(=S)NNC(=O)c1ccncc1	-48%	-13%	-15%	i	-34%	5%	-4%	66%[activator]	0%
CN1CCN(c2nc3ccccc3nc2C(C#N)S(=O)(=O)c2ccccc2)CC1 (centres undefined)	5%	-8%	44%[activator]	-6%	4%	43%[activator]	-5%	-4%	7%
COCCC(=O)N1CCC(Oc2ccc(C(=O)NCCC3=CCCCC3)cc2)CC1	-8%	-17%	-3%	0%	-12%	30%	-6%	-5%	0%
CC(C)OCCCNC(=O)CN1C(=O)CSc2ccc(S(=O)(=O)N3CCOCC3)cc21	11%	-11%	-2%&-9%	-9%&-5%	19%[57.1 µM]	1%	-2%	-10%&-5%	-3%

The results go on.
SMILES	RGS4 inh	JMJD2A Tudor inh	ALOX12 inh	PGK inhibitor	rTrxR1 inhibitor	HP1b chromo inh	ERG Ets-DNA blk	GLS inhibitor	Pin1 inh
Cc1ccc(CNC(=O)c2ccc(CNc3c(N4CCCC4)c(=O)c3=O)cc2)cc1	15%	-9%	6%	-7%	23%	44%[activator]	-5%	22%	0%
COc1cc(C(=O)COC(=O)Cc2cnc3sccn23)cc(OC)c1OC	-6%	-8%	-6%	1%	2%	22%	-2%	-1%	6%
CCC(C)NC(=O)C1CCC(CNS(=O)(=O)c2ccccc2)CC1 (centres undefined)	3%	-17%	-4%	8%	-6%	24%	9%	8%	8%
CCN(C(=O)COc1cc(=O)n(CC)c2ccccc12)c1cccc(Cl)c1	0%	-8%	7%	2%	-9%[57.1 µM]	21%	0%	0%	-3%
Cc1nn(-c2nc(-c3ccco3)cc(C(F)(F)F)n2)c(C)c1Br	14%[56.9 µM]	-7%[57.1 µM]	0%	-6%	4%	51%[activator]	-5%	4%	3%
C=CCC1NCCc2c(Br)cccc21 (centres undefined)	-4%	-20%	-25%&-10%	-3%	7%[57.1 µM]	31%	0%	8%	0%
COc1ccc2[nH]c3c(c2c1)CCN1C(=O)C(CC(=O)NCC24CC5CC(CC(C5)C2)C4)C[C@H](C(=O)N(C(C)C)C(C)C)[C@@]31C (some centres undefined)	-10%	?	0%	-1%	20%	15%	-3%	1%	4%
CCCCNC(=O)c1sc(=S)n2c1[nH]c(=O)c1ccccc12	-35%	79µM*	?	1%	9%[57.1 µM]	-32%	?	?	1%
COc1cccc(-c2nc(CS(=O)(=O)CC(=O)NCCCN3CC(C)CC(C)C3)c(C)o2)c1 (centres undefined)	15%[56.9 µM]	-12%	-10%	1%	15%[57.1 µM]	48%[activator]	-7%	4%	-12%
CCOc1ccc(N(CC)S(=O)(=O)c2ccc3c(c2)oc(=O)n3C)cc1	2%	-12%	-4%	-1%	-7%	24%	1%	-4%	-4%

Part of the list above, showing only JMJD2A Tudor inh and Pin1 inh.
canonical_smiles	JMJD2A Tudor inh	Pin1 inh
CCN(C(=O)COc1cc(=O)n(CC)c2ccccc12)c1cccc(Cl)c1	-8%	-3%
C=CCC1NCCc2c(Br)cccc21 (centres undefined)	-20%	0%

Some of the compounds tested; count on the stated rates, not on these rows.
